BAP1 inh – inhibitors of human BAP1 deubiquitinase; Q92560; recombinant BAP1, Ub-AMC hydrolysis fluorescence kinetic; hits give low values; activity remaining (% of control), % at 20 µM; hit rate 0.48% among 72,000; AID 436;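 active = activity remaining at or below 50% of control, provided the compound also passes the data quality filters; inactive = the rest, including low values that fail the filters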;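 also: 100% = DMSO wells rate and 0% = substrate alone blank rate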
Target sequence (Q92560 whole entry, looked up): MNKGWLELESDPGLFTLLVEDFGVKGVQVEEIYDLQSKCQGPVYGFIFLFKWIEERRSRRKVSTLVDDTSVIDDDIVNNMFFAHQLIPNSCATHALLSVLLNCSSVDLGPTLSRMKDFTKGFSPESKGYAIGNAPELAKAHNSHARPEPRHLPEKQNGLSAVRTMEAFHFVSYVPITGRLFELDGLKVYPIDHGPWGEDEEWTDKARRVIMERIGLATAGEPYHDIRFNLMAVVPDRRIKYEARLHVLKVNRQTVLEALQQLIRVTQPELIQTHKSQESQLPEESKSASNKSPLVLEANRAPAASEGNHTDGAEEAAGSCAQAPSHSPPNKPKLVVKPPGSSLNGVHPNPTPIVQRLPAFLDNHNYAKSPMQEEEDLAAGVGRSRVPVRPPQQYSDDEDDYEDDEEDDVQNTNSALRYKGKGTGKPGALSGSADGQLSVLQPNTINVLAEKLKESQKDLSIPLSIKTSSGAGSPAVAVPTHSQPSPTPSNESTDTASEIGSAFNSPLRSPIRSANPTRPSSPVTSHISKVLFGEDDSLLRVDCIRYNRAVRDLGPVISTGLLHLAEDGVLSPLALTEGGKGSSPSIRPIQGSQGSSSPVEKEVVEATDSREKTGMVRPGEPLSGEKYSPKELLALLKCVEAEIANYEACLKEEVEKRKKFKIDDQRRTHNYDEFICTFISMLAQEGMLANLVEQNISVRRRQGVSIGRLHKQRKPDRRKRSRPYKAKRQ
HePTP inhibitor – inhibitors of human HePTP phosphatase | hit rate 0.64% among 110,000 | P35236 | inhibition, % at 20 µM | recombinant HePTP phosphatase activity, OD absorbance; in the data active = inhibition above about 50%;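 also: plate controls were vehicle for no effect and reference inhibitor for full effect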
Target sequence (P35236 whole entry, looked up): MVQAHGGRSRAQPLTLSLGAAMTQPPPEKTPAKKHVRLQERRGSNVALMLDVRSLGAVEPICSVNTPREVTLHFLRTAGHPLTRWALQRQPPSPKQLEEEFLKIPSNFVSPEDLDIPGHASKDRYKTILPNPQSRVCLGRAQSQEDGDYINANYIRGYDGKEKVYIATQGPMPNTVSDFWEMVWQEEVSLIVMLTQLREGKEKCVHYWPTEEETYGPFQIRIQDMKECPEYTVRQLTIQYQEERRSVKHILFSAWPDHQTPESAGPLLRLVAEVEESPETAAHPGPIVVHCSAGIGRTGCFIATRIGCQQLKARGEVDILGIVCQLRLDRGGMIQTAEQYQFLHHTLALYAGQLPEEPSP
The depositor's hits bear a star; nt = no result given; & = joins results of further samples.

SMILES	BAP1 inh	HePTP inhibitor
COc1cccc(C2CC(=O)Nc3c2ccc2ccccc32)c1OC (stereo not drawn)	nt	2
Nc1n[nH]c(-c2ccc(F)cc2)n1	103	-3
C(=NN1CCN(Cc2ccccc2)CC1)c1ccncc1	nt	6
O=C(c1ccco1)N1CCN(C(=O)C2CC(c3ccc(F)cc3)=NO2)CC1 (stereo not drawn)	87	14
CC(C)Oc1ccc(CC2CC(=O)NC2=O)cc1 (stereo not drawn)	106	2
CCCCCSc1nc2c(c(=O)[nH]c(=O)n2C)n1C	91	5
O=C(Nc1cccnc1)c1ccc(-c2ccc(Cl)cc2)o1	nt	6
COc1ccc(Cl)cc1C(=O)CSc1nnnn1C1CCCC1	88	6
COc1ccc(-c2cc(C(=O)N3CCCCC3)no2)cc1OC	115	5
CN(C)c1ccc(/C=C2\SC(=S)N(C(Cc3ccccc3)C(=O)O)C2=O)cc1 (stereo not drawn)	nt	5
COc1ccc(OCc2nnc(SCC(=O)O)n2N)cc1	nt	11
Cc1nnc(SCc2ccccc2F)n1NCc1cccs1	97	11
COc1ccc(/C(N)=N/OC(=O)COc2ccc(C)cc2Br)cc1OC	nt	1
C/C(=C\C(=O)c1ccccc1)Nc1cc(F)c(F)cc1N	nt	4
COc1ccc(Cn2c(C)nc3c(c2=O)c2nc4ccccc4nc2n3Cc2ccco2)cc1	95	nt
Cn1c(=O)c2c(nc(SCC(=O)NC3CCCCC3)n2C)n(C)c1=O	87	-8
O=c1c(Oc2ccccc2Br)coc2cc(O)ccc12	nt	7
O=c1[nH]c(C=Cc2ccccc2)c([N+](=O)[O-])c(=O)[nH]1	143	nt
Cc1nn(CC(=O)Nc2ccc3c(c2)oc2ccccc23)c(=O)c2ccccc12	nt	8
COc1ccccc1N1CCN(C(=O)CN(Cc2ccc(Cl)cc2)S(C)(=O)=O)CC1	109	7
Cc1cc2c(C)nc(Cc3ccccc3)nc2o1	135	5
c1csc(CN2CCN(Cc3cccs3)C2c2cccs2)c1	87	4
O=[N+]([O-])c1ccc(C=Nc2ccc(-c3nc4ccccc4o3)cc2)s1	61	nt
O=C(CSc1nc2cc(Cl)ccc2s1)N1CCN(C(=O)c2ccco2)CC1	121	7
CCN(C(=O)c1cccc(F)c1)c1ccccc1C	87	7
O=C(COc1ccc2ccccc2c1)Nc1cccc(Br)c1	nt	70*
COC(=O)c1c(NC(=O)c2cccnc2)sc2c1C(C(=O)OC)CC2 (stereo not drawn)	nt	3
CC1=C(C(=O)OCCCBr)C(c2ccccc2)NC(=O)N1 (stereo not drawn)	91	nt
Cc1nc2c(cc(Oc3ccc(S(=O)(=O)N4CCOCC4)cn3)c3ccsc32)s1	73	5
Cc1cccc(C)c1-n1nnnc1S(=O)(=O)Cc1ccccc1Cl	88	10

Filtered by structure, the entries above containing a nitro group on carbon
SMILES	BAP1 inh	HePTP inhibitor
O=c1[nH]c(C=Cc2ccccc2)c([N+](=O)[O-])c(=O)[nH]1	143	nt
O=[N+]([O-])c1ccc(C=Nc2ccc(-c3nc4ccccc4o3)cc2)s1	61	nt

Continued.
SMILES	BAP1 inh	HePTP inhibitor
O=C(/C=C/c1ccccc1)Nc1nc2ccc(Br)cc2s1	nt	1
CC(Oc1ccccc1)C(=O)Nc1cc(C(N)=O)cc(C(N)=O)c1 (stereo not drawn)	nt	4
CCOc1ccc(N=CC2=C(O)CC(c3ccccc3)CC2=O)cc1 (stereo not drawn)	nt	6
CCn1c(SCC(=O)c2ccc(Cl)cc2)nc2sc3c(c2c1=O)CCCC3	nt	-12
Cc1cc(C)c(S(=O)(=O)N(C)Cc2ccccc2)c(C)c1	nt	-4
COC(=O)c1ccc(/C=C2\SC(=S)N(c3ccc(F)cc3)C2=O)cc1	nt	-4
Cc1cccc(OCC(=O)Nc2ccccc2[N+](=O)[O-])c1C	nt	-3
CCN(CC)c1ccc(N2C(=O)/C(=C/c3cccc([N+](=O)[O-])c3)SC2=S)cc1	nt	-3
CCOC(=O)c1ccc(N2C(=O)C3C(c4ccc(C)cc4)OC4(C(=O)c5ccccc5C4=O)C3C2=O)cc1 (stereo not drawn)	nt	-5
O=C(CN1C(=O)c2ccc([N+](=O)[O-])cc2C1=O)Nc1ccccc1C(=O)O	nt	5
O=C(c1cccs1)N1CCC(c2ccccc2)C1 (stereo not drawn)	66	4
O=C(O)C1CCCN1S(=O)(=O)c1ccc2[nH]c(=O)c(=O)[nH]c2c1 (stereo not drawn)	75	9
O=C(c1ccccc1)N1CCN(C(=O)c2nn3c(C(F)(F)F)cc(-c4cccs4)nc3c2Br)CC1	nt	11
COc1ccc(/C=C(\NC(=O)c2ccccc2)C(=O)NCC(C)C)cc1OC	nt	5
CC(C)Oc1ccc(C2Nc3ccccc3NC3=C2C(=O)CC(C)(C)C3)cc1 (stereo not drawn)	nt	6
COc1cc(CN2CCSCC2)cc(OC)c1OC	88	-11
Cc1ccc(NS(=O)(=O)c2ccc3c(c2)c(=O)n(C)c(=O)n3C)cc1F	85	6
COC(=O)c1ccc(NC(=O)CNC(=O)C2CCCCC2)c(C)c1	156	0
CC1CCCC(C)N1C(=O)c1cc(F)c(F)cc1Cl (stereo not drawn)	107	3
O=C(Nc1ccc2c(c1)oc1ccccc12)c1cccs1	nt	9
Cc1ccc(-c2cc(C(=O)N/N=C/c3c(Cl)cccc3Cl)[nH]n2)cc1	nt	-12
CC1=CC(C)(C)N(C(=O)Nc2cccc(Cl)c2)c2cc(C)c(C)cc21	56	nt
COc1cc(NC(=O)c2ccccc2Br)c2ncccc2c1	nt	1
COc1ccccc1C(=O)N1CCN(S(=O)(=O)c2ccccc2)CC1	88	2&-8
CCOc1cc(N2CCOCC2)c(OCC)cc1NC(=O)CN1CCc2ccccc2C1	nt	-4
Cc1ccc(Br)cc1S(=O)(=O)NCc1ccco1	nt	6
COc1ccc(NC(=S)NC(=O)c2cccs2)cc1	nt	-14
C[N+](C)(C)CCCCCC[N+](C)(C)C	95&92	nt
Cc1ccc(C(=O)Nc2ccccc2)cc1S(=O)(=O)Nc1ccc(NC(=O)c2ccccc2)cc1	nt	7
O=C(Nc1ccccc1)c1ccc2ccccc2n1	nt	-10
Cc1ccc(-n2nc3cc(C)c(NC(=O)c4oc5ccccc5c4C)cc3n2)cc1	nt	6
COC(=O)c1ccc(/C=C/C(=O)c2ccc(Cl)cc2)cc1	nt	10
Cc1ccc(C)c(OCCCCN2CCCC2)c1C	nt	9
CCOC(=O)c1nn(-c2ccc3c(c2)OCO3)cc1O	65	-2
CS(=O)(=O)N1CCc2cc(C(=O)N3CCOCC3)ccc21	79	3
Cc1noc(C)c1C(=O)OCC(=O)NC(=O)NC12CC3CC(CC(C3)C1)C2	85	-9
CCN(CC)c1ccc(CNC23CN4CN(CN(C4)C2)C3)cc1	nt	6
Cc1onc(-c2ccccc2Cl)c1C(=O)N1CCN(C(=O)c2ccco2)CC1	96	6&-8
O=C(Cc1ccccc1)Nc1cccc(-c2nnc(-c3ccccc3)o2)c1	58	nt
CCCn1c(N2CCN(C(=O)N3CCCCC3)CC2)nc2ccccc21	78	7
Nc1nonc1-c1ncc(-c2ccc(Br)cc2)nn1	nt	4
O=C(c1ccc(F)cc1)C(CN1CCOCC1)c1ccccc1 (stereo not drawn)	104	-2
CCCCCCN=CC1=C(O)C(C(=O)OC)C(C)(C)CC1=O (stereo not drawn)	nt	10
CCN(CC)c1ccc(/C=C(\C#N)c2nn(CCO)c(N)c2C#N)cc1	nt	-8
FC(F)(F)C(Oc1nc(Nc2ccc(Cl)cc2)nc(N2CCOCC2)n1)C(F)(F)F	nt	-13

Some of these compounds in order of the HePTP inhibitor value, falling.
SMILES	BAP1 inh	HePTP inhibitor
COC(=O)c1ccc(/C=C/C(=O)c2ccc(Cl)cc2)cc1	nt	10
CS(=O)(=O)N1CCc2cc(C(=O)N3CCOCC3)ccc21	79	3
O=C(c1ccc(F)cc1)C(CN1CCOCC1)c1ccccc1 (stereo not drawn)	104	-2

Looked up by compound from the list above (two):
SMILES	BAP1 inh	HePTP inhibitor
Cc1ccc(-n2nc3cc(C)c(NC(=O)c4oc5ccccc5c4C)cc3n2)cc1	nt	6
CCN(CC)c1ccc(/C=C(\C#N)c2nn(CCO)c(N)c2C#N)cc1	nt	-8

Carrying on.
SMILES	BAP1 inh	HePTP inhibitor
CCC1CCCCN1CCCNC(=O)c1ccc(CS(=O)(=O)Cc2ccccc2F)o1 (stereo not drawn)	117	7
Fc1ccc(CNc2ncnc3c2cnn3-c2ccccc2)cc1	95	nt
CCOC(=O)CCNC(=O)c1ccccc1Cl	nt	4
COc1cc([N+](=O)[O-])ccc1NC(=O)c1cc(-c2ccccc2)nc2ccccc12	nt	-8
CC(=O)Nc1ccc2sc(C)nc2c1	nt	6
COC(=O)C1=C(C)NC(=O)NC1C1CC=CCC1 (stereo not drawn)	96	4
Cc1cc(C)c2[nH]c(O)c(N=NC(=O)c3cccc([N+](=O)[O-])c3)c2c1	nt	8
CCOc1ccc(-n2cc(C(=O)NCc3ccco3)c3cc(OC)c(OC)cc3c2=O)cc1	151	5
Cc1sc(NC(=O)C2CC2c2ccccc2)nc1-c1ccccc1 (stereo not drawn)	nt	11
COC(=O)c1c(NC(=O)/C=C/c2ccco2)sc2c1CCC(C)C2 (stereo not drawn)	nt	13
COc1ccc(-c2nnc(-c3ccccc3)o2)cc1OC	nt	-11
Cc1cccc(N2CCN(S(=O)(=O)c3ccc4c(c3)CCN4C(=O)CCC(=O)O)CC2)c1C	93	5
COc1ccccc1C(=O)n1nc(-c2cccnc2)nc1N	89	-1
O=C(c1ccccc1Br)N1CCN(c2ccccc2)CC1	73	8
O=C(NCCc1ccco1)c1nn(Cc2ccccc2)c(=O)c2ccccc12	92	nt

An excerpt from above in order of molar mass, highest first.
SMILES	BAP1 inh	HePTP inhibitor
COc1cc([N+](=O)[O-])ccc1NC(=O)c1cc(-c2ccccc2)nc2ccccc12	nt	-8
O=C(NCCc1ccco1)c1nn(Cc2ccccc2)c(=O)c2ccccc12	92	nt
Cc1cc(C)c2[nH]c(O)c(N=NC(=O)c3cccc([N+](=O)[O-])c3)c2c1	nt	8
Cc1sc(NC(=O)C2CC2c2ccccc2)nc1-c1ccccc1 (stereo not drawn)	nt	11
Fc1ccc(CNc2ncnc3c2cnn3-c2ccccc2)cc1	95	nt
COc1ccccc1C(=O)n1nc(-c2cccnc2)nc1N	89	-1
COC(=O)C1=C(C)NC(=O)NC1C1CC=CCC1 (stereo not drawn)	96	4

(further entries)
SMILES	BAP1 inh	HePTP inhibitor
O=c1oc2ccccc2c(N2CCCCC2)c1CN1CCCCC1	80	-3
CS(=O)(=O)N1CCN(C(=O)c2cc(-c3cccs3)nc3ccccc23)CC1	383	8
O=C(CCC(=O)c1cccs1)OCc1nc2ccccc2s1	107	-2
Cc1ccc(CN2CCN(N=Cc3c(O)ccc4ccccc34)CC2)c(C)c1	nt	8
O=S(=O)(NCc1ccccc1Cl)c1ccccc1	nt	0
CCOCCCNC(=O)N[C@@H](Cc1ccccc1)C(=O)OC	83	6
Cc1cccc(C(=O)Nc2sc3c(c2C(N)=O)CCCC3)c1	424	nt
O=C(Nc1ccc(Cl)cn1)C12CC3CC(CC(C3)C1)C2	nt	5
CCCCOc1nc2ccccc2nc1C(C#N)C(=O)NC1CCCCC1 (stereo not drawn)	nt	5
CC(C)Oc1ccc(C2CC(=O)NC3=C2C(=O)CCC3)cc1 (stereo not drawn)	102	4
COCCCn1c(=N)c(C(=O)NCC2CCCO2)cc2c(=O)n3ccccc3nc21 (stereo not drawn)	nt	-6
COC(=O)C1=C(C)NC2=C(C(=O)CCC2)C1c1ccc(OCc2ccc([N+](=O)[O-])cc2)c(OC)c1 (stereo not drawn)	nt	6
Cc1cc(=O)[nH]c2c1c(=O)[nH]n2C1CC(C)N(C)CC1C (stereo not drawn)	74	9
CCCCCNc1nc(N2CCCC2)c2c(c1C#N)CCN(C)C2	132	10
Cc1ccc(S(=O)(=O)NCCC(=O)Nc2ccc3c(c2)OCO3)cc1	88	1
Cc1nc2ccccc2n1Cc1ccc(Br)cc1	nt	6
COC(=O)c1ccc(N2C(=O)CC(N3CCN(c4ccc(Cl)cc4)CC3)C2=O)cc1 (stereo not drawn)	nt	4
CCc1cc(C(=O)N/N=C/c2ccccc2)c2ccccc2n1	nt	0
COc1cccc(CNC(=O)C2CCN(c3cnccn3)CC2)c1	93	7
Cc1occc1C(=O)N/N=C/c1ccc(Cl)cc1	nt	3
COc1ccc(-c2noc(CCC(=O)N3CCN(c4cccc(C(F)(F)F)c4)CC3)n2)cc1	nt	8
O=C(O)c1ccccc1Nc1cccc(C(F)(F)F)c1	63	3
COc1cc(OC)cc(C(=O)N2CCN(c3ccccc3)CC2)c1	nt	2
O=C(CSCSCC(=O)Nc1ccc2c(c1)OCO2)Nc1ccc2c(c1)OCO2	116	-4
CC(=O)Nc1cccc(NC(=O)c2cc(C)on2)c1	120	10
O=C(Nc1ccc(NS(=O)(=O)c2cccc(S(=O)(=O)c3ccccc3)c2)cc1)c1ccccc1	nt	5
CCOC(=O)c1[nH]c(C)c(C(=O)OCC)c1C	94	-1
COc1cccc(C2C(C(=O)OCCc3ccccc3)=C(C)NC3=C2C(=O)CC(C)(C)C3)c1 (stereo not drawn)	nt	-10
O=c1oc(-c2ccccc2)nc2sc3c(c12)CCCC3	nt	-7
O=C(Nc1ccccn1)Nc1cccs1	98	13
CCN(C(=O)c1ccc(OC)cc1)c1ccccc1	nt	5
CC1Cc2cc(/C(O)=C3/C(=O)C(=O)N(CCCn4ccnc4)C3c3ccco3)ccc2O1 (stereo not drawn)	64	3
CCN(CC)S(=O)(=O)c1cccc2cc(C(=O)O)c(O)cc12	89&104	5
CCCCN(CC)c1cnn(-c2ccccc2)c(=O)c1N	nt	4

Assay outcomes as filed in PubChem BioAssay.
